Screens as filed in PubChem.
MmCpn inh: blocks the Methanococcus maripaludis chaperonin Mm-Cpn; actives 0.031% (n = 330,000); purified Mm-Cpn ATPase, ADP Transcreener TR-FRET; Potency, µM (series often up to 76.9 µM), for inactives: at the top dose activity, negative = inhibition, hits mostly inhibitors; also: potency is read from the fitted curve at half-maximal effect; % is scaled to controls: 0 for no effect and ±100 for the full control effect; nearly all actives have a fitted effect of over 80% in size
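ATPase turnover read by TR-FRET ADP competition (Eu cryptate antibody/ADP-d2, 665/590 nm): 10uM ATP final, 25nM Mm-CPN final, 30 min 37degC after 10-min compound preincubation, pH 7.4 Tris/KCl/MgCl2/DTT buffer.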
PTHR1 ag: PTHR1 (human) receptor agonism. Potency, µM (highest dose often 115 µM), without a hit: at the highest dose activation, hits mostly activators. actives 0.075% (n = 410,000). HEK293 GP2 PTHR1 cells, GloSensor cAMP luminescence, 1 h. Q03431; also: potency is read from the fitted curve at half-maximal effect; nearly all actives have a fitted effect of over 55% in size; some results filed as inactive show a strong effect at the top dose; inactives centre near -15; many of its hits are not listed in these tables
Target sequence (Q03431 whole entry, looked up): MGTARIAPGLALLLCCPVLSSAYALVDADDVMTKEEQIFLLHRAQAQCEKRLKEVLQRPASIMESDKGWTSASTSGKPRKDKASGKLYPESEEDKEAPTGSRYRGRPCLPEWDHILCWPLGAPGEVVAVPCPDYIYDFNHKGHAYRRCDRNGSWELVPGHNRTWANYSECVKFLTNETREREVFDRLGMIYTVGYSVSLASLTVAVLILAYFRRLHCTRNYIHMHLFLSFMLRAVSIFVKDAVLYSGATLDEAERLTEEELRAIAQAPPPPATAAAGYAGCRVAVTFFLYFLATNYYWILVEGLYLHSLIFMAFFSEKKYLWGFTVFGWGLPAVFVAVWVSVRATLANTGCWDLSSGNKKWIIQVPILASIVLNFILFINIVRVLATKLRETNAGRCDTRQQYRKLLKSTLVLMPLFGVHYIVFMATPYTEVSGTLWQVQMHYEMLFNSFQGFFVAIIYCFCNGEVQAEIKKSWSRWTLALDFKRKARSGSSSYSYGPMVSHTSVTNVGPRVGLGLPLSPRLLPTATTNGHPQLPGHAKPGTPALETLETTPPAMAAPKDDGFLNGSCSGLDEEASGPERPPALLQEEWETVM
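HEK-293-derived GP2 cells expressing PTHR1 and a GloSensor cAMP reporter, 3,000/well, plated overnight, given luciferin plus IBMX (each 0.5 mM as added) for 1 h at 37 °C, then compound for 1 h at 37 °C. Luminescence was read after 15 min at room temperature.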
aSyn yeast inh: rescues yeast growth from alpha-synuclein toxicity. AID 652106. actives 0.14% (n = 370,000). Yeast expressing alpha-synuclein, growth rescue, BacTiter-Glo, 24 h. Potency, µM (top dose mostly 46.1 µM), for inactives: at the highest dose growth rescue (activation), usual class: activators; also: potency is read from the fitted curve at half-maximal effect; % of control where 0% means no effect; nearly all actives have a fitted effect of over 65% in size
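Readout is rescue of growth in alpha-synuclein-expressing yeast, so inhibitors of toxicity appear as activators. Growth after 24 hr at 30 deg C in galactose medium is quantified by luminescence.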
TDP-43 yeast inh: TDP-43 toxicity inhibition in yeast | TDP-43 expressing yeast growth rescue, BacTiter-Glo, 24 h | Potency, µM (doses to about 46.1 µM), without a hit: top-dose growth rescue (activation), hits mostly activators | actives 1.8% (n = 410,000) | AID 652104; also: potency is read from the fitted curve at half-maximal effect; % of control where 0% means no effect; nearly all actives have a fitted effect of over 50% in size
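Luminescence from BacTiter-Glo reports growth of TDP-43-expressing yeast after 24 hr at 30 deg C with compound. Cells were raffinose-pregrown to mid-log, then seeded in galactose medium at OD600=0.02.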
Abeta yeast res: compounds reversing amyloid beta toxicity in yeast | yeast expressing A-beta42, growth rescue, OD600, 48 h; response scale: 0% DMSO, 100% iron-clioquinol control | Potency, µM (titrated, usually from 46.1 µM), without a hit: at the highest dose growth rescue, most hits filed as activators | actives 0.063% (n = 410,000); also: potency is read from the fitted curve at half-maximal effect; nearly all actives have a fitted effect of over 55% in size
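Yeast growth medium received pinned compounds, then yeast cells expressing toxic A-beta were added; plates incubated at 30 C for 48 hr. Growth read as absorbance at 600 nm, normalized to DMSO and equimolar FeCl3 plus clioquinol controls.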
FUS suppressor: FUS proteinopathy suppression in yeast | S. cerevisiae FUS-expressing, growth rescue, OD600, 24 h | Potency, µM (series often up to 76.6 µM), inactives show at the highest dose growth rescue (activation), usual class: activators | actives 0.24% (n = 390,000);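 also: potency is read from the fitted curve at half-maximal effect; plate controls were DMSO vehicle for no effect and reference control for full effect; nearly all actives have a fitted effect of over 55% in size; some results filed as inactive show a strong effect at the top dose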
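Cultures pregrown in 2.5% raffinose medium are shifted to minimal medium containing 2% galactose to express toxic FUS. Compounds are tested at several concentrations. After 24hr at 30C, growth is quantified at 600 nm absorbance.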
GLP-1R inv ag: GLP-1 receptor (human) inverse agonism | AID 624417 | actives 1.6% (n = 410,000) | P43220 | HEK293 GLP-1R CRE-luciferase, luminescence, 24 h; GLP-1R form is constitutively active | Potency, µM (highest dose often 38.3 µM), for inactives: at the highest dose activity change, negative = inhibition, actives largely listed as inhibitors; also: potency is read from the fitted curve at half-maximal effect; % is scaled to controls: 0 for no effect and ±100 for the full control effect; nearly all actives have a fitted effect of over 55% in size
Target sequence (P43220 whole entry, looked up): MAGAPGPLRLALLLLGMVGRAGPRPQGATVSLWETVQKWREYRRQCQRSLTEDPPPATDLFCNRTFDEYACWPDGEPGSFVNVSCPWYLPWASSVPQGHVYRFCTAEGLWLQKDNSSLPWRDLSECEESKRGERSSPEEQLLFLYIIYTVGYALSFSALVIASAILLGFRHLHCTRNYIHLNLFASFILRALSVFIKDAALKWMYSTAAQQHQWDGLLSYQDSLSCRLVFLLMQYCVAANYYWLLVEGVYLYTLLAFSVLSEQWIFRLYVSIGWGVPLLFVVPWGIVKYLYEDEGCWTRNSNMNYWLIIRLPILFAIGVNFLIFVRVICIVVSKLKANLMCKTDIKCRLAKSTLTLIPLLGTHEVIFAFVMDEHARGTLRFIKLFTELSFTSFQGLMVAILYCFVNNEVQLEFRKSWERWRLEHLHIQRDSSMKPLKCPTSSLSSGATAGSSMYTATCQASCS
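Assay principle: reduced luminescence from a cAMP-responsive reporter in HEK293 cells co-expressing a constitutively active GLP-1R. Conditions: 24 hr compound incubation, 37 deg C, 5% CO2.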
Akt phos inh: inhibitors of Akt phosphorylation. activity change, % for hits at 50 µM. Neuro2A IGF-stimulated pAkt S473 HTRF, 20 min; stronger effect = lower value. actives 0.32% (n = 360,000); in the data active = activity change below about -80%; inconclusive = mostly about -51% to -80%; also: % is scaled to controls: 0 for no effect and ±100 for the full control effect
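Neuro2A cells in DMEM with 0.5% FBS, overnight at 37 deg C, given compound at single 50 µM final, then IGF (6 nM final) for 20 min at 37 deg C. Lysed; phospho-Akt Ser473 by HTRF after 24 h, 665/615 ratio.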
HEK293 tox: cytotoxicity in counter-screen for GLP-1R inverse agonists; HEK293 cAMP-luciferase reporter cells, luminescence, 24 h; Potency, µM (top dose mostly 38.3 µM), without a hit: at the highest dose activity change, negative = inhibition, most hits filed as inhibitors; actives 0.13% (n = 410,000); AID 624418;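 also: loss of luciferase light is scored as toxicity; potency is read from the fitted curve at half-maximal effect; % is scaled to controls: 0 for no effect and ±100 for the full control effect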
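A 23 nL compound transfer followed 12 hours of cell culture at 37 deg C; exposure then lasted 24 hr. Luciferase assay detection reagent was dispensed and plates read for luminescence after a 12 min room-temperature wait.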
Starred values were filed as active, the others as inactive; i = inactive; ? = inconclusive; . = not tested or not shown; [ ] = dose if it differs, or a comment. Unless noted, calls follow the shape of the dose curve; as a rule, active = well fitted curve in the direction sought with a large enough effect; inconclusive = small, poorly fitted or top-dose-only effect, or another doubt; inactive = no such curve, though single readings can be large; an effect the other way counts as inactive or inconclusive. An excerpt, so the mix of outcomes need not match the whole.

Every second line gives: MmCpn inh	PTHR1 ag	aSyn yeast inh	TDP-43 yeast inh	Abeta yeast res	FUS suppressor	GLP-1R inv ag	Akt phos inh	HEK293 tox
COc1ccc(C(=O)Nc2cc(-c3nc4ncccc4o3)ccc2C)cc1Br
→ .	-29%	.	-1%	2%	-19%	7%	.	2%
Cc1ccc(-c2nnn(CC(=O)N(c3ccccc3)C(C(=O)NCC3CCCO3)c3ccc(Cl)cc3)n2)cc1 (stereo not drawn)
→ 0%	-22%	2%	18%	-6%	0%	0%	i	-23%
COc1cccc(NC(=O)C2CCN(c3nc4ccccc4nc3C(F)(F)F)CC2)c1
→ .	-5%	.	18%	0%	-5%	-29%	.	0%
Cc1cccc(NC(=O)CCC(=O)OCC(=O)c2ccc(Oc3ccc([N+](=O)[O-])cc3)cc2)c1
→ -6%	-24%	-1%	?	-16%	7%	-12%	i	-6%
CCN1CCN(c2cc(C)c3cc(NC(=O)c4ccc(C)c(C)c4)ccc3n2)CC1
→ 1%	i	9%	15%	-8%	-32%	12%	i	-21%
COc1ccc(CCNC(=O)Cn2ccc3c(OC)cccc3c2=O)cc1OC
→ -4%	i	4%	7%	-2%	-12%	8%	i	-5%
COc1ccc(C(=O)NC2(C(F)(F)F)C(=O)NC(C)=C2C#N)cc1OC (stereo not drawn)
→ .	-38%[inhibitor]	.	10%	-17%	2%	16%	.	28%
CCCc1[nH]nc2c1C(c1cc(OC)cc(OC)c1)C(C#N)=C(N)O2 (stereo not drawn)
→ 1%	i	-8%	-8%	-13%	18%	9%	i	-16%
Fc1ccc(CNc2ccc(N3CCN(Cc4ccccc4)CC3)cc2)cc1
→ 2%	-72%	19%	-16%	8%	30%	4.5µM*	i	-15%
COC(=O)/C(=C\Nc1ccc(Oc2ccc(F)cc2F)nc1)NC(=O)c1ccccc1
→ 1%	i	-2%	-7%	1%	30%	4%	i	-12%
c1ccc(-c2oc3ncnc(NCCCN4CCOCC4)c3c2-c2ccccc2)cc1
→ -2%	i	2%	9%	8%	10%	-23%	i	-17%
O=c1c2sc3ccccc3c2n(Cc2cccc(C(F)(F)F)c2)c(=O)n1Cc1ccco1
→ .	-5%	.	15%	0%	-21%	-2%	.	2%
Cc1cccn2c(=O)c3cc(C(=O)O)n(C)c3nc12
→ -6%	i	9%	1%	11%	.	33%[activator]	i	192%[activator]
CCCCOc1cc(=O)[nH]c(=O)[nH]1
→ 1%	i	3%	14%	3%	12%	1%	i	-13%
COc1cc(NC(=O)c2cccc(F)c2)cc(OC)c1OC
→ 1%	-2%	3%	12%	1%	-22%	1%	i	-10%
COc1ccccc1CNC(=O)CCNS(=O)(=O)/C=C/c1ccc(C)cc1
→ -8%	-21%	2%	7%	0%	21%	?	i	-5%
Cc1ccc(C)c(N2CCN(C(=O)CCNS(=O)(=O)c3ccc4c(c3)oc(=O)n4C)CC2)c1
→ 0%	-20%	4%	3%	0%	19%	-24%	i	-10%
Cc1ccc(C)c(N2CCN(C(=O)c3ccc4nsnc4c3)CC2)c1
→ -1%	-4%	4%	11µM*	-22%	31%	?	i	-24%
O=C(Nn1cnnc1)C(Sc1ccccc1)c1ccccc1 (stereo not drawn)
→ -7%	-9%[57.5 µM]	-7%	-18%	15%	26%	1%	i	6%
N#Cc1nc(-c2ccc(F)cc2)oc1NCc1ccccc1
→ 0%	-22%	1%	12%	-2%	-11%	8%	i	4%

(next part)
Every second line gives: MmCpn inh	PTHR1 ag	aSyn yeast inh	TDP-43 yeast inh	Abeta yeast res	FUS suppressor	GLP-1R inv ag	Akt phos inh	HEK293 tox
Cn1c(COc2ccc(Cl)cc2)nnc1SCC(=O)NC1CC1
→ 2%	i	1%	20%	-6%	-13%	11%	i	-4%
O=C(NCCc1ccccc1F)C1CC(=O)N(c2ccc3c(c2)OCCO3)C1 (stereo not drawn)
→ .	-18%	1%	7%	-6%	17%	9%	i	-3%
COc1ccc(C(=O)COC(=O)C(C(C)C)N2C(=O)C3C4C=CC(C4)C3C2=O)cc1 (stereo not drawn)
→ 0%	-21%	-1%	1%	6%	19%	-23%	i	-20%
Cc1ccc(NC(=O)CCN2CCC(C(N)=O)CC2)cc1
→ 2%	i	1%	6%	-6%	-16%	7%	i	-1%
Cc1cccc(CCN(C(=O)Cc2cccs2)C(C(=O)NC2CCCCC2)c2cccnc2)c1 (stereo not drawn)
→ -1%	?	-4%	-11%	15%	7%	0%	i	9%
CCOc1ccc(Nc2nc(-c3sc(N)nc3C)cs2)cc1
→ -1%	-35%[inhibitor]	-5%	-6%	2%	34%	56%[activator]	i	-23%
CC(=O)Nc1cccc(NC(=O)CSc2nnc(NC(=O)c3ccco3)s2)c1
→ -1%	-6%	1%	-4%	7%	.	11%	i	18%
Cc1nc2cc(-c3ccc(Cl)cc3)nn2c(NCCN(C)C)c1C
→ -2%	i	-4%	-19%	-25%	8%	?	i	16%
CSCCC(c1nc2ccccc2[nH]1)n1c(-c2ccc3ncccc3c2)nc2ccccc21 (stereo not drawn)
→ .	-17%	0%	-6%	-7%	43%	12%	i	-9%
CC1CCC(NC(=O)CNC(=O)Cc2cccc3ccccc23)CC1 (stereo not drawn)
→ 3%	-25%	0%	6%	-19%	-14%	-28%	i	8%
Cc1ccc(-n2c(SCC(=O)N3CCCc4ccccc43)nc3c([nH]c4ccccc43)c2=O)cc1
→ .	3%	.	-25%	-5%	1%	16%	.	1%
O=C(C[C@H]1CC[C@@H](NC(=O)c2ccncc2)[C@@H](CO)O1)NCC1CC1
→ .	-16%	-5%	29%	2%	-10%	19%	i	-15%
O=C(Nc1cc(-c2nc3ncccc3o2)ccc1Cl)c1ccc([N+](=O)[O-])o1
→ 2%	i	17%	21%	-30%[inhibitor]	7%	37%[activator]	i	-14%
CC(=O)c1c(C)[nH]c(C(=O)N2CCN(c3cc(Cl)ccc3C)CC2)c1C
→ 1%	-18%	-7%	-5%	5%	10%	-9%	i	?
Cc1cc(C)nc(NN=C2CCCC2)n1
→ 0%	-2%	-2%	8%	15%	-1%	30%[activator]	i	-17%
Cc1cc(OCC(=O)Nc2sc3c(c2C#N)CCC(C)C3)ccc1Cl (stereo not drawn)
→ .	i	.	24%	-9%	-2%	17%	.	2%
CC(Nc1cccc(C(=O)NC2CC2)c1)c1nnc(-c2ccccc2)o1 (stereo not drawn)
→ 0%	i	1%	-13%	4%	11%	-1%	i	6%
CCOC(=O)c1[nH]c(C)c(C)c1C
→ -2%	i	-18%	4%	-16%	6%	35%[activator]	i	-15%
COc1ccc(NC(=O)C[C@H]2C(=O)N(c3ccc(OC)cc3)C[C@@H]2C)cc1
→ .	-25%	-7%	30%	5%	-16%	-23%	i	1%
O=C(CN(C(=O)c1ccc(Cl)cc1Cl)N1C(=O)C2C3C=CC(C3)C2C1=O)c1ccc(F)cc1 (stereo not drawn)
→ .	-25%[57.5 µM]	-2%	-17%	19%	14%	?	i	-16%

The results go on.
Every second line gives: MmCpn inh	PTHR1 ag	aSyn yeast inh	TDP-43 yeast inh	Abeta yeast res	FUS suppressor	GLP-1R inv ag	Akt phos inh	HEK293 tox
COc1cccc(NC(=O)CSc2cc(C)[nH]c(=O)n2)c1
→ .	-34%[inhibitor]	.	13%	-7%	-24%	14%	.	-3%
NCC(=O)NCC(=O)OCc1ccccc1
→ 2%	1%	-14%	5%	10%	-32%	-6%	i	0%
COc1ccccc1CNC(=O)C1CCCN(c2nc3ccccc3n3cccc23)C1 (stereo not drawn)
→ .	i	.	5%	-6%	28%	?	.	-9%
CSCCC(NC(=O)COc1ccccc1)C(=O)N1CC(C)CC(C)C1 (stereo not drawn)
→ 0%	-9%	3%[1.84 µM]	13%	10%	21%	?	i	-3%
c1ccc2c(c1)-c1ccccc1C2N1CCOCC1
→ .	-25%	8%	-25%	-1%	39%	-3%	i	0%
CCn1c(=O)cc(SCC(=O)Nc2cc(OC)c(OC)c(OC)c2)c2ccccc21
→ 1%	-14%[57.5 µM]	-4%	3%	5%	34%	78%[activator]	i	-12%
CCCNC(=O)c1cccc(COc2ccccc2OC)c1
→ 0%	-40%[inhibitor]	5%	7%	7%	-2%	?	i	5%
O=C(NCCCn1ccnc1)/C(=C\c1ccco1)NC(=O)c1ccco1
→ 2%	-25%	-3%	5%	-3%	-4%	11%	i	4%
CC(=O)c1sc2nc(=O)c(C)nn2c1C
→ 0%	-21%	-2%	-15%	-11%	-9%	19%	i	15%
CN(C(=O)c1ccc2c(Cl)c3c(nc2c1)CCC3)c1ccccc1F
→ .	-60%[inhibitor]	.	?	-26%	2%	-18%	.	0%
O=C(OCCc1cc2ccccc2c(=O)o1)c1ccc(C(F)(F)F)cc1
→ 3%	-11%	6%	10%	9%	17%	4%	i	?
COc1cc(Cl)cc(/C=N\NC(=O)c2ccc3c(c2)OCO3)c1O
→ .	-17%	3%	0%	1%	2%	?	i	6%
O=C(c1ccc([N+](=O)[O-])s1)N1CCCc2ccccc21
→ -1%	-17%	1%	-76%[inhibitor]	-21%	10%	-20%	i	?
CC(C)c1ccc(NC(=O)c2ccc(F)c(S(=O)(=O)N3CCc4ccccc43)c2)cc1
→ .	-8%	.	18%	0%	-17%	-20%	.	1%
Cn1cnnc1SCC(=O)c1c(N)n(Cc2ccccc2)c(=O)n(C)c1=O
→ 1%	i	4%	11%	-5%	14%	5%	i	14%
COc1ccc(/C=C/C(=O)NC2CCCCCCC2)cc1S(=O)(=O)N1CCOCC1
→ 1%	-33%	3%	-1%	6%	.	-14%	i	-27%
